Screens (PubChem BioAssay)
RBX1-CUL1 inh = inhibitors of human ROC1-CUL1 ubiquitin ligase activity; E3 ubiquitin-protein ligase RBX1 (Homo sapiens) + Cullin-1 (Homo sapiens), P62877+Q13616; in vitro K48 di-Ub FRET, acceptor:donor ratio, 45 min; inhibition, % at 10 µM; 140,000 tested, 0.6% active; AID 1347404, 2020; in the data active means inhibition above about 25%
Target sequence (P62877 whole entry, looked up): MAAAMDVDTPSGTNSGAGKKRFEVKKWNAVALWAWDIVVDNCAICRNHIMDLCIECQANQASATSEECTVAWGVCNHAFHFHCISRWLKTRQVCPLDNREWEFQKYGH
Target sequence (Q13616 whole entry, looked up): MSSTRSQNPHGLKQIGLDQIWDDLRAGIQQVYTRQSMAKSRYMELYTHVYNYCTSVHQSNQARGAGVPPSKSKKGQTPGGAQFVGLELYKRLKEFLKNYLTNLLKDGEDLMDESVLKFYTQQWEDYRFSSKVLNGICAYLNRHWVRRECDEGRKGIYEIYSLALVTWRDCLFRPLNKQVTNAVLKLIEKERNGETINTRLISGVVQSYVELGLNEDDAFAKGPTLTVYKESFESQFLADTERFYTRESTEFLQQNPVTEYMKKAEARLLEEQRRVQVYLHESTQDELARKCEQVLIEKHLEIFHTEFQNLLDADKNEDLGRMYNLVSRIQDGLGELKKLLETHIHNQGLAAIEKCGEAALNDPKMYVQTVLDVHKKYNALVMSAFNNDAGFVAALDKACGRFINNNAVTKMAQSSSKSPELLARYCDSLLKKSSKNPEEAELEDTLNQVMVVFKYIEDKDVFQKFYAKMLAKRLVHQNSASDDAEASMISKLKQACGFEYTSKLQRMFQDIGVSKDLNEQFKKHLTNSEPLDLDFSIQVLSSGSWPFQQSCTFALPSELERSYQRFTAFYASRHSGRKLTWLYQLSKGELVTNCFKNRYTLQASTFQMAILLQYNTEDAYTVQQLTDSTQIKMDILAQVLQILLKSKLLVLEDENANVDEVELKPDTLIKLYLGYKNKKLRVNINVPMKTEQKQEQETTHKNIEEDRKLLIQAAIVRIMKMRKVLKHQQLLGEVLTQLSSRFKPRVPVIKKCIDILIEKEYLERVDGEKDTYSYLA
* = called active by the depositor. These rows are one share of the data; count on the stated rates, not on these rows.

Compound,RBX1-CUL1 inh
O=C1NN(c2ccc(Cl)c(Cl)c2)C(=O)/C1=C/c1ccc(Cl)cc1,78*
CC(Oc1ccc(C(C)(C)C)cc1)C(=O)OCC(=O)c1ccc(Cl)cc1 (stereo unspecified),-8
O=C(Nc1ccnn1C1CCN(Cc2cccnc2)CC1)c1ccc2c(c1)OCO2,6
Cc1nc(SCC(=O)Nc2ccc(C)c(Cl)c2)cc(-c2ccccc2)n1,-1
COc1cccc(-c2cn3c(n2)sc2cc(C(=O)NCc4ccccc4F)ccc23)c1,7
COC(=O)/C(C#N)=C1\CC(C)(C)c2ccc(C)cc21,10
O=C1C2C(c3ccc(Cl)cc3)OC3(C(=O)c4ccccc4C3=O)C2C(=O)N1c1ccc(Oc2ccc(Cl)cc2)cc1 (stereo unspecified),-4
FC(F)(F)c1ccc(N2CCCCCC2)nc1,15
CC(C)(C)Oc1ncc(-c2ccccc2)c(OC(C)(C)C)n1,-4
CCCCCCCNC(=O)c1ccc(C#CC(C)(C)O)cc1,8
CCCCn1c(=N)c(S(=O)(=O)c2ccc(C)cc2)cc2c(=O)n3cc(C)ccc3nc21,4
Cc1cc(-c2c(C)sc(C)c2I)c(C)s1,-13
Cc1ccc(C)c(N2CCN(CCCNC(=O)c3nnc(Cc4ccc(F)cc4Cl)o3)CC2)c1,0
COCc1ccc(C(=O)NCc2c(C)ncc3c2CCN(C(=O)c2ccc4cc[nH]c4c2)C3)o1,4
CCOc1cc(C(=O)Nc2ccc3c(c2)n(C)c(=O)c(=O)n3C)cc(OCC)c1OCC,2
CC1(C)COC(=O)C1OCN1CCCC1=O (stereo unspecified),5
Cc1cccc(C2SCCN2c2ccccc2)c1 (stereo unspecified),5
CCOC(=O)N1CCC(N2CCC(CO)(CC3CCCCO3)CC2)CC1 (stereo unspecified),11
CC(=O)c1ccc(NC(=O)C2CCC(CNS(=O)(=O)c3ccc(Br)s3)CC2)cc1 (stereo unspecified),-11
Cc1sc2nc(N)c(C#N)c(-c3ccccc3)c2c1C,3
COc1ccc(CN(Cc2ccco2)c2cnc(S(C)(=O)=O)nc2C(=O)Nc2ccc(C)cc2C)cc1,-4
CC(=O)Nc1ccc(NS(=O)(=O)c2c(C)cc(C)cc2C)cc1,-4
CC1(C)CC2C=C(C#N)C(=N)N=C2CO1 (stereo unspecified),4
CC(=O)O[C@@H]1CC(C)(C)CC2(C1)C[C@]1(C)CC(=O)[C@H]2C(C)(C)C1 (stereo partly specified),12
CSc1ncc(C(=O)Nc2ccccc2C(=O)c2ccccc2)c(C)n1,8
COc1ccccc1NC(=O)c1oc2ccccc2c1NC(=O)Cc1ccccc1,-6
Cc1cc(OCC(=O)N2CCOCC2)cc(C)c1NC(=O)C12CC3CC(CC(C3)C1)C2,2
O=C(COc1ccccc1)Nc1cccc(O)c1,1
Cc1csc(SCC(=O)NCC2Cc3cc(F)cc(-c4cccnc4)c3O2)n1 (stereo unspecified),5
CC(C)c1cccc(C(C)C)c1OCCCCCN1CCCC1,-6

Two compounds drawn at random from the list so far, as already listed:
Compound,RBX1-CUL1 inh
O=C1NN(c2ccc(Cl)c(Cl)c2)C(=O)/C1=C/c1ccc(Cl)cc1,78*
Cc1csc(SCC(=O)NCC2Cc3cc(F)cc(-c4cccnc4)c3O2)n1 (stereo unspecified),5

Remaining list, next part.
Compound,RBX1-CUL1 inh
O=C(CCS(=O)(=O)c1cc(Br)cc2c1N(C(=O)C1CC1)CC2)NCc1ccc(Cl)cc1,-8
Cc1[nH]c2ccccc2c1C(=S)N1CCOCC1,-5
COc1ccc(S(=O)(=O)NCc2ccc3c(c2)CCN3C(=O)c2ccc(C)cc2)cc1Cl,1
Cn1ccnc1SCCNc1nncc(-c2cccc(C(F)(F)F)c2)n1,-2
Cc1cccc(NC(=O)CSc2nc3ccccc3nc2N2CCC(C)CC2)c1,-2
COc1ccc2c(c1)c1c(c(=O)n(Cc3ccccc3)c(=O)n1Cc1cccc(Cl)c1)n2C,2
Cc1c(Cl)cccc1NC(=O)Cn1nnc(-c2nc(-c3ccccc3)no2)c1N,-5
COCCCN1C(=O)CC(CC(=O)N(C)Cc2nonc2C)(c2ccccc2Cl)C1=O (stereo unspecified),-10
C=CCNC(=O)C(C(=O)OCC)C1CCCCC1 (stereo unspecified),-7
COc1cccc(NC(=O)CSc2ccccn2)c1,10
Cc1ccc(C(=O)Nc2cccc([N+](=O)[O-])c2)c2ccccc12,-12
COc1ccccc1C(=O)Nc1ccc(-c2nnc(SCC(=O)NC3CC3)n2C)cc1,-4
COc1ccc(CCN2CCC(CN(C)Cc3cnc(C)[nH]3)CC2)cc1,6
O=C(CSc1nnc(-c2ccccc2)c(-c2ccccc2)n1)Nc1ccc(S(=O)(=O)N2CCOCC2)cc1,0
O=c1c2cnc3nc(C(F)(F)F)nn3c2ccn1Cc1ccco1,1
CC(=O)Nc1ccc(NC(=O)C2CC(=O)N(c3ccccc3)C2)cc1 (stereo unspecified),4
CCCCCC1=NN2C(=N)/C(=C\c3ccc([N+](=O)[O-])o3)C(=O)N=C2S1,101*
Cc1ccccc1NS(=O)(=O)c1ccc(I)cc1,1
O=C(O)c1cn(Cc2ccccc2)c2ccccc2c1=O,-9
CN1N=C(C(=O)N2CCCC(CCc3ccccc3)C2)CCC1=O (stereo unspecified),-2
COc1ccc(C)cc1NC(=O)C1CCN(S(=O)(=O)c2ccc3c(c2)CCCN3C(C)=O)CC1,-7
O=S(=O)(Cc1ccc(F)cc1)Nc1cccnc1,-6
CCCc1c(C(=O)Nc2cccc(F)c2)nnn1-c1ccccc1,5
Cn1ccc(C(=O)N/N=C(/C=C/c2ccccc2)c2ccccc2)n1,4
Cc1ccc(C)c(N2C(=O)C3C4C=CC(C4)C3C2=O)c1 (stereo unspecified),12
COc1ccc(S(=O)(=O)NC2(C(F)(F)F)NC(=O)N(CCc3ccc(OC)c(OC)c3)C2=O)cc1 (stereo unspecified),-13
Cc1ccccc1Nc1c(-c2cc(Br)ccc2F)nc2ccccn12,1
Cc1ccc(OC(C)C(=O)N2CCN(S(C)(=O)=O)CC2)cc1 (stereo unspecified),0
CCOc1ccc(NC(=O)C(C)Sc2nc3ccc(F)cc3[nH]2)cc1 (stereo unspecified),-3
Cc1ncc(CN2CCC(C3CCN(c4ncccn4)CC3)C2)n1C (stereo unspecified),3

RBX1-CUL1 inh, hit marks shown above.
Compound,RBX1-CUL1 inh
O=C1NN(c2ccc(Cl)c(Cl)c2)C(=O)/C1=C/c1ccc(Cl)cc1,78*
CCCCCC1=NN2C(=N)/C(=C\c3ccc([N+](=O)[O-])o3)C(=O)N=C2S1,101*

Further compounds:
Compound,RBX1-CUL1 inh
Cn1cnc([N+](=O)[O-])c1Sc1ncnc2nc[nH]c12,-5
CC(=O)Oc1ccc(NC(=O)CC2Nc3cc(C)c(C)cc3NC2=O)cc1 (stereo unspecified),-1
Cc1ccccc1NC(=O)Cn1c(=O)n(CCC(=O)NCc2ccc3c(c2)OCO3)c(=O)c2sccc21,6
O=S(=O)(Nc1ccc(F)cc1)c1cccc2nsnc12,-6
CCCNC(=O)c1cc2nc(-c3ccccc3)cc(-c3ccccc3)n2n1,10
COC(=O)c1cccc(NC(=O)c2ccco2)c1,0
CCn1c(O)c(N=NC(=O)c2ccc3c(c2)OCCO3)c2ccccc21,13
O=C(OC(C(=O)c1ccccc1)c1ccccc1)c1ccc2c(c1)-c1ccccc1C2=O (stereo unspecified),-1
COc1ccc(NC2(c3nnnn3-c3ccc(OC)cc3)CCCCC2C)cc1 (stereo unspecified),-2
CCCNC(=O)Cn1nc(-c2ccc(C)cc2)c2cnc3ccc(CC)cc3c21,-7
CN(C(=O)NC1CCCCC1)C1CCCCC1,6
Nc1cc(C(=O)N2CCCCC2)ccc1Cl,-2
CCOC(=O)C1=NN(c2ccccc2)C2(C(=O)c3ccccc3C2=O)C1c1ccc(Cl)cc1 (stereo unspecified),-2
CSc1ccc(NC(=O)CSc2nc(C(F)(F)F)cc(C)c2C#N)cc1,4
COc1ccccc1Nc1ncnc2scc(-c3ccc(F)cc3)c12,6
CCOC(=O)C1CCCN(C(=O)c2ccc3c(c2)N(Cc2ccccc2F)C(=O)c2ccccc2S3=O)C1 (stereo unspecified),5
COC(=O)c1ccccc1S(=O)(=O)N1CCC(CO)(CCCc2ccccc2)CC1,5
O=C(NCc1ccncc1)C1CCCCC1,2
O=C1CN(c2nc3nonc3nc2N2CCOCC2)CCN1c1ccccc1,-5
CCC(=O)N[C@@H]1c2ccccc2C2(CCN(Cc3ccc(C(=O)OC)cc3)CC2)[C@H]1OCCOC,-5
N#CC1C(=N)Oc2c(c(=O)oc3ccccc23)C12C(=O)Nc1ccccc12 (stereo unspecified),-5
Cc1oc(C)c2c(=O)cc(-c3ccc4c(c3)OCO4)cc(OC(=O)c3ccccc3Br)c12,-11
CCn1ncc(Br)c1C(=O)Nc1ccc(-c2nc3ccc(C)cc3s2)cc1,-5
Cc1cccc(/C=C(\C#N)c2nc3ccccc3c(=O)[nH]2)c1,4
CC1CN(S(=O)(=O)c2ccc3c4c(cccc24)C(=O)N3)CC(C)O1 (stereo unspecified),2
COc1ccc(F)c(CN2CCCC3(CCN(C(=O)Cn4cncn4)C3)C2)c1 (stereo unspecified),1
O=c1/c(=C/c2cccs2)sc2nc(-c3ccc(Br)cc3)nn12,-2
COC(=O)C(NNc1ccc(C)c(C)c1)(NC(=O)c1ccc(Cl)cc1Cl)C(F)(F)F (stereo unspecified),-8
CN(c1nc2nonc2nc1NCc1cccs1)C1CCOCC1,-6
Cc1ccc(OC(C)C(=O)Nc2cccc3cccnc23)c(C)c1 (stereo unspecified),-5

Filtered by structure, those above with a nitro group on carbon
Compound,RBX1-CUL1 inh
Cc1ccc(C(=O)Nc2cccc([N+](=O)[O-])c2)c2ccccc12,-12
CCCCCC1=NN2C(=N)/C(=C\c3ccc([N+](=O)[O-])o3)C(=O)N=C2S1,101*
Cn1cnc([N+](=O)[O-])c1Sc1ncnc2nc[nH]c12,-5

Next section:
Structure,RBX1-CUL1 inh
Cc1c(-c2cccc(NC(=O)Nc3ccccc3)c2)nc2ncccn12,-7
CC(C)(C)C(=O)CS(=O)(=O)c1ccc2ccccc2c1,4
COc1ccc(C(=O)NCc2cccnc2N2CCN(C(C)=O)CC2)cc1F,2
Cc1cc(NC(=O)CCCSc2nc(-c3ccco3)cc(C(F)(F)F)n2)n(-c2ccccc2)n1,2
N#CN=C1CCCCCN1CC(N)=O,4
O=S(=O)(/C=C/c1ccccc1)NC12CC3CC(CC(C3)C1)C2,2
COc1ccc(OC)c(S(=O)(=O)Nc2cccc(-c3ccc(N4CCCCCC4)nn3)c2)c1,1
O=C1C2C3SC(c4cc5ccccc5cc43)C2C(=O)N1c1ccccc1 (stereo unspecified),1
Cc1ccc(N=Cc2cc3c(cc2[N+](=O)[O-])OCO3)cc1,0
Cc1ccccc1NC(=O)Cc1ccccc1F,1
Cc1ccc(CSc2ncc(Cl)c(C(=O)Oc3ccc(F)cc3)n2)cc1,1
COc1ccc(C2OC[C@H]3O[C@H](O)[C@H](NC(C)=O)[C@@H](O)[C@@H]3O2)cc1 (stereo partly specified),13
CNc1ccncc1S(=O)(=O)NC,-3
C[C@@H]1CN(C2(C(=O)N(C)CCn3ccnc3)Cc3ccccc3C2)C[C@H](C)O1,5
COc1ccccc1NC(=O)C1C(C)=Nc2nc(CCCO)nn2C1c1cccnc1 (stereo unspecified),-4
COc1ccc2c(C)c(CCC(=O)NCc3ccccc3OC)c(=O)oc2c1,-8
CCc1c(CN2CCN(c3cccc(C)c3C)CC2)csc1C,-5
Cc1ccc(NS(=O)(=O)c2ccc(F)cc2)c(C)c1,7
COc1cccc(N2CCN(c3nncc(-c4ccccc4)n3)CC2)c1,0
O=C(OC1C2CCC1C1CN(CCc3ccccc3)CC12)c1ccccc1 (stereo unspecified),-2
CCc1ccc(S(=O)(=O)NCc2ccc3c(c2)CCN3C(=O)c2ccc(C)cc2)cc1,0
COc1ccc(CCNC(=O)Cc2cc(OC)c(OC)cc2[N+](=O)[O-])cc1OC,-9
CC(C)N1CCC(NC(=O)c2cccc(Cl)c2Cl)CC1,12
Oc1ccc(CN2CCC(Cc3ccccc3)CC2)c2cccnc12,8
CCC(=O)N1c2ccccc2-c2nnc(SC)nc2OC1c1cc(Cl)c(OC)c(OC)c1 (stereo unspecified),0

Next section
Structure,RBX1-CUL1 inh
Cc1c(C)n(Cc2ccccc2)c2ccc(C(=O)NC(=S)Nc3c(O)ccc([N+](=O)[O-])c3Cl)cc12,11
CCOc1cc(C(=O)N(Cc2nc(-c3ccc(C)cc3)no2)C(C)C)cc(OCC)c1OCC,-4
CCN(CC)CC(O)COCc1nc2c(c(=O)n(C)c(=O)n2C)n1C (stereo unspecified),10
Cc1nc(N2CCOCC2)c2c(C(=O)N3CCN(c4ccccc4)CC3)c(C)oc2n1,-3
Cc1ccc2c(c1)NC(=O)C(Cl)(C(F)(F)F)O2 (stereo unspecified),-8
COC(=O)c1cc(NC(=O)c2ccc(-c3ccc(Cl)cc3Cl)o2)cc(C(=O)OC)c1,-5
N#CC1C(=N)SC(=N)C(C#N)C1c1ccc(-c2ccccc2)cc1 (stereo unspecified),10
CCc1csc(CNC(=O)c2ccc(N3CC[C@H](O)C3)nc2)n1,-5
CC(=O)Nc1ccc(-c2ccccc2[N+](=O)[O-])cc1[N+](=O)[O-],-3
Cc1ccccc1-n1c(SC(C)C(=O)O)nc2sc3c(c2c1=O)CC(C(C)C)OC3 (stereo unspecified),-3
CCOC(=O)Nc1ccc2c(c1)N(C(=O)CN(CC)CC)c1ccccc1C=C2,-11

Rewritten with each value named: part of the list above.
Cc1ccc2c(c1)NC(=O)C(Cl)(C(F)(F)F)O2 (stereo unspecified)
  RBX1-CUL1 inh = -8

COC(=O)c1cc(NC(=O)c2ccc(-c3ccc(Cl)cc3Cl)o2)cc(C(=O)OC)c1
  RBX1-CUL1 inh = -5

N#CC1C(=N)SC(=N)C(C#N)C1c1ccc(-c2ccccc2)cc1 (stereo unspecified)
  RBX1-CUL1 inh = 10

CCc1csc(CNC(=O)c2ccc(N3CC[C@H](O)C3)nc2)n1
  RBX1-CUL1 inh = -5
